Source: PubChem BioAssay
SW480 rereplic: induces DNA re-replication in SW480 colon adenocarcinoma cells; SW480 DNA re-replication, Hoechst DNA content imaging, 48 h; Potency, µM (series often up to 46.1 µM), for the others: top-dose re-replication activation, actives largely listed as activators; 340,000 tested, 1.8% active; AID 624297; also: % of control where 0% means no effect; nearly all actives have a fitted effect of over 55% in size
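Cells (250 per well) received 23 nL compound or DMSO by pin tool and were kept 48 hr at 37 C, 5% CO2. Nuclei were then stained with Hoechst for 40 min and scanned for DNA content.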
GLP-1R agonist: GLP-1 receptor (human) agonism; P43220; HEK293 GLP-1R CRE-luciferase, luminescence, 4-6 h; cells express a hypersensitive GLP-1R form; Potency, µM (highest dose often 45.6 µM), inactives show at the highest dose activation, hits mostly activators; 380,000 tested, 0.007% active; also: % of control where 0% means no effect
Target sequence (P43220 whole entry, looked up): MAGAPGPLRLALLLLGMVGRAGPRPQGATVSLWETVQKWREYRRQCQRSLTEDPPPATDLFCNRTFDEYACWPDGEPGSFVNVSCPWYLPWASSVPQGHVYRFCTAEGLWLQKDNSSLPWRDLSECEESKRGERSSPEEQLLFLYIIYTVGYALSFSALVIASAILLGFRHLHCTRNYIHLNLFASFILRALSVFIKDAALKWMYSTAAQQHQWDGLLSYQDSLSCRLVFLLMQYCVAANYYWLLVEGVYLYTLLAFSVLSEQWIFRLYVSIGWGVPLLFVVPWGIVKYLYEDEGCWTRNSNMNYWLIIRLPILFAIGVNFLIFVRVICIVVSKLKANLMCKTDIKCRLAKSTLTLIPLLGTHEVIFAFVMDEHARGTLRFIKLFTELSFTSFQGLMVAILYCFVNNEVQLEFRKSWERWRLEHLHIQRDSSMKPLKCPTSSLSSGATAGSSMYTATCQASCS
* = called active by the depositor; [ ] = dose if it differs, or a comment. Calls follow the shape of the dose curve; as a rule, active = well fitted activation curve with a large enough effect; inconclusive = small, poorly fitted or top-dose-only effect; inactive = no such curve, though single readings can be large or run the other way. Potency is read from the fitted curve at half-maximal effect. These rows are one share of the data (hit frequency here may not be typical).

For CC1(C)SC2C(NC(=O)C(C(=O)O)c3ccccc3)C(=O)N2C1C(=O)O (centres undefined) the results were SW480 rereplic -2.2% and GLP-1R agonist -6.7%.
CC(C)CC1NC(=O)C(CCCN)NC(=O)C(C(C)C)NC(=O)C2CCCN2C(=O)C(Cc2ccccc2)NC(=O)C(CC(C)C)NC(=O)C(CCCN)NC(=O)C(C(C)C)NC(=O)C2CCCN2C(=O)C(Cc2ccccc2)NC1=O (centres undefined) was read as SW480 rereplic -7.3% and GLP-1R agonist -7.4%.
Screening CCC(CCC(C)C1CCC2C3CC=C4CC(O)CC[C@@]4(C)C3CC[C@@]12C)C(C)C (some centres undefined) returned SW480 rereplic 2.5% and GLP-1R agonist 11.2%.
`CC(C)(C)NC[C@@H](O)COc1ccccc1C1CCCC1` gave SW480 rereplic 0.4%[20.6 µM] and GLP-1R agonist 4.9%[19.8 µM].
CC(=O)[C@H]1CC[C@H]2C3CC=C4C[C@@H](O)CC[C@]4(C)C3CC[C@]12C (some centres undefined) was read as SW480 rereplic -1.3% and GLP-1R agonist -0.3%.
For COc1ccc(CCNC[C@@H](O)c2ccc(O)cc2)cc1OC the results were SW480 rereplic -1.8% and GLP-1R agonist 11.6%.
`CO[C@H]1C[C@@H](O[C@@H]2[C@H](C)[C@H](O[C@@H]3O[C@@H](C)C[C@@H](N(C)C)[C@@H]3O)[C@H](C)C[C@]3(CO3)C(=O)[C@H](C)[C@H](O)[C@H](C)[C@H](C)OC(=O)[C@@H]2C)O[C@@H](C)[C@H]1O` gave SW480 rereplic 1.5%[20.6 µM] and GLP-1R agonist 13.0%[19.8 µM].
CC(CSC(=O)c1ccccc1)C(=O)N1C[C@@H](Sc2ccccc2)C[C@H]1C(=O)O (some centres undefined) was read as SW480 rereplic 3.9% and GLP-1R agonist 8.0%.
For CCCCCCCCCCCCCCCCN the results were SW480 rereplic -3.1% and GLP-1R agonist -0.9%.
Cc1c(F)c(N2CCNC(C)C2)cc2c1c(=O)c(C(=O)O)cn2C1CC1 (centres undefined) was read as SW480 rereplic 4.9% and GLP-1R agonist 9.8%.
Fc1ccc(C(c2ccc(F)cc2)N2CCN(CC=Cc3ccccc3)CC2)cc1 was read as SW480 rereplic 10.6% and GLP-1R agonist -5.2%.
Screening CCCC(=O)Nc1c(I)cc(I)c(C[C@H](CC)C(=O)O)c1I returned SW480 rereplic 2.8% and GLP-1R agonist 6.6%.
Screening COc1cc2c(Nc3ccc(Br)cc3F)ncnc2cc1OCC1CCN(C)CC1 returned SW480 rereplic inconclusive and GLP-1R agonist 22.2%.
`CC(=O)Oc1ccc(C)cc1` gave SW480 rereplic 0.8% and GLP-1R agonist 1.9%.
NCCN was read as SW480 rereplic 1.4% and GLP-1R agonist -6.1%.
For CCN1CCCC1=O the results were SW480 rereplic -3.0% and GLP-1R agonist 0.9%.
For CCC1OC(=O)C[C@@H](O)[C@H](C)[C@@H](OC2OC(C)CC(N(C)C)C2O)[C@@H](CC=O)C[C@@H](C)C(=O)/C=C/[C@]2(C)OC2C1C (some centres undefined) the results were SW480 rereplic inconclusive and GLP-1R agonist -3.3%.
For CCC(=O)Nc1ccc(O)cc1 the results were SW480 rereplic -1.4% and GLP-1R agonist -3.5%.
CC(=O)O[C@H]1C[C@@]2(C)[C@H](C[C@@H](O)[C@H]3[C@@]4(C)CC[C@@H](O)[C@@H](C)[C@H]4CC[C@@]32C)C1=C(CCC=C(C)C)C(=O)O was read as SW480 rereplic 0.3% and GLP-1R agonist -7.0%.
`CC1(C)O[C@@H]2C[C@H]3[C@@H]4CCC5=CC(=O)C=C[C@]5(C)[C@H]4C(O)C[C@]3(C)[C@]2(C(=O)CO)O1` (some centres undefined) gave SW480 rereplic 0.3% and GLP-1R agonist -6.1%.
`O=C1/C(=C\c2cccs2)CCC/C1=C/c1cccs1` gave SW480 rereplic 11.1% and GLP-1R agonist 15.7%.
For O=C(O)COc1nn(Cc2ccccc2)c2ccccc12 the results were SW480 rereplic -3.1% and GLP-1R agonist 0.2%.
For CCCC[C@H]1C(=O)N(c2ccccc2)N(c2ccc(O)cc2)C1=O the results were SW480 rereplic 1.5%[20.6 µM] and GLP-1R agonist 1.8%[19.8 µM].
For N#CC(c1ccc(Cl)cc1)c1c(Cl)cc(-n2ncc(=O)[nH]c2=O)cc1Cl (centres undefined) the results were SW480 rereplic -3.1% and GLP-1R agonist -2.8%.
`C[C@@H](C(=O)O)c1ccc(C(=O)c2ccccc2)s1` gave SW480 rereplic -1.2%[20.6 µM] and GLP-1R agonist -1.8%[19.8 µM].
For CCOC(=O)C1=C[C@@]2(CC)CCCN3CCc4c(n1c1ccccc41)[C@H]32 the results were SW480 rereplic -4.1% and GLP-1R agonist 0.1%.
`CN1CCC(OC(=O)C(Oc2ccc(Cl)cc2)Oc2ccc(Cl)cc2)CC1` gave SW480 rereplic 7.3% and GLP-1R agonist -1.4%.
For CC(C)(C)NCC(O)c1ccc(O)c(CO)c1 (centres undefined) the results were SW480 rereplic -11.1%[20.6 µM] and GLP-1R agonist inconclusive.
For COC1C=CO[C@@]2(C)Oc3c(C)c(O)c4c(O)c(c(C=NN5CCN(C)CC5)c(O)c4c3C2=O)NC(=O)/C(C)=C\C=CC(C)C(O)[C@@H](C)C(O)C(C)[C@H](OC(C)=O)C1C (some centres undefined) the results were SW480 rereplic inconclusive and GLP-1R agonist -2.9%.
CC(=O)Nc1c(I)cc(I)c(C(=O)O)c1I was read as SW480 rereplic -8.1% and GLP-1R agonist 1.8%.
`CC[C@@]1(O)C(=O)OCc2c1cc1n(c2=O)Cc2cc3c([N+](=O)[O-])cccc3nc2-1` gave SW480 rereplic inconclusive and GLP-1R agonist -17.9%.
For CC1=C(C)C(=O)C(C(CCCCCC(=O)O)c2ccccc2)=C(C)C1=O (centres undefined) the results were SW480 rereplic -2.8% and GLP-1R agonist 3.9%.
`COc1cc2c(cc1OC)[C@@H](Cc1cc(OC)c(OC)c(OC)c1)[N+](C)(CCCOC(=O)CC/C=C/CCC(=O)OCCC[N+]1(C)CCc3cc(OC)c(OC)cc3[C@H]1Cc1cc(OC)c(OC)c(OC)c1)CC2` (some centres undefined) gave SW480 rereplic 0.2% and GLP-1R agonist -0.8%.
For CC(S)C(=O)NCC(=O)O (centres undefined) the results were SW480 rereplic -6.9% and GLP-1R agonist -0.8%.
O=C(O)[C@@H](O)[C@@H](O)[C@H](O)C(=O)CO was read as SW480 rereplic 2.1% and GLP-1R agonist inconclusive.
Screening CC[C@H](c1ccc(O)cc1)[C@@H](CC)c1ccc(O)cc1 returned SW480 rereplic 1.5%[20.6 µM] and GLP-1R agonist 6.2%[19.8 µM].
For CO/N=C(/C(=O)NC1C(=O)N2C(C(=O)O)=C(CSc3nc(=O)c(O)nn3C)CSC12)c1csc(N)n1 (centres undefined) the results were SW480 rereplic -0.8% and GLP-1R agonist -1.9%.
Screening CN(C)[C@@H]1C(=O)C(C(N)=O)=C(O)[C@]2(O)C(=O)C3=C(O)c4c(O)ccc(Cl)c4[C@H](O)[C@H]3C[C@@H]12 returned SW480 rereplic -1.2% and GLP-1R agonist -2.4%.
For CC1=C(/C=C/C(C)=C\C=C\C(C)=C\C=C\C=C(C)\C=C\C=C(C)\C=C\C2=C(C)C[C@@H](O)CC2(C)C)C(C)(C)C[C@H](O)C1 the results were SW480 rereplic 12.5% and GLP-1R agonist -1.2%.
O=C(NC(Cc1cc(=O)[nH]c2ccccc12)C(=O)O)c1ccc(Cl)cc1 (centres undefined) was read as SW480 rereplic -5.7% and GLP-1R agonist -1.3%.
Screening CC(=O)Oc1ccccc1C(=O)Nc1ncc([N+](=O)[O-])s1 returned SW480 rereplic 24.4% and GLP-1R agonist -1.8%.
Screening COc1ccnc(CS(=O)c2nc3ccc(OC(F)F)cc3[nH]2)c1OC (centres undefined) returned SW480 rereplic 1.4% and GLP-1R agonist -1.3%.
For CC(=O)CCC(=O)O the results were SW480 rereplic 6.8% and GLP-1R agonist -5.4%.
C[C@H]1C[C@@H]2[C@@H]([C@@H](O)C[C@@]3(C)[C@H]2CC[C@]3(O)C(=O)CO)[C@@]2(C)C=CC(=O)C=C12 was read as SW480 rereplic -5.4%[20.6 µM] and GLP-1R agonist -3.3%[19.8 µM].
Screening COc1ccc(C2(C#N)CCC(C(=O)O)CC2)cc1OC1CCCC1 (centres undefined) returned SW480 rereplic -1.4% and GLP-1R agonist -2.6%.
`Cc1c(C)c2c(c(C)c1O)CCC(C)(COc1ccc(CC3SC(=O)NC3=O)cc1)O2` (centres undefined) gave SW480 rereplic -5.5% and GLP-1R agonist -0.9%.
Screening Cc1cccc(CN2CCN([C@@H](c3ccccc3)c3ccc(Cl)cc3)CC2)c1 returned SW480 rereplic 6.9%[20.6 µM] and GLP-1R agonist 1.9%[19.8 µM].
CCCCNC(=O)NS(=O)(=O)c1ccc(N)cc1 was read as SW480 rereplic -1.0% and GLP-1R agonist 2.5%.
For COc1cc(O)cc(O)c1 the results were SW480 rereplic -0.8% and GLP-1R agonist 1.6%.
FC(F)(F)C(F)(F)C(F)(F)C(F)(F)C(F)(F)C(F)(F)C(F)(F)C(F)(F)Br was read as SW480 rereplic -3.3% and GLP-1R agonist -2.9%.

Five entries out of the list, ordered by formula weight, ascending:
For CC(S)C(=O)NCC(=O)O (centres undefined) the results were SW480 rereplic -6.9% and GLP-1R agonist -0.8%.
Cc1c(F)c(N2CCNC(C)C2)cc2c1c(=O)c(C(=O)O)cn2C1CC1 (centres undefined) was read as SW480 rereplic 4.9% and GLP-1R agonist 9.8%.
FC(F)(F)C(F)(F)C(F)(F)C(F)(F)C(F)(F)C(F)(F)C(F)(F)C(F)(F)Br was read as SW480 rereplic -3.3% and GLP-1R agonist -2.9%.
For CCC1OC(=O)C[C@@H](O)[C@H](C)[C@@H](OC2OC(C)CC(N(C)C)C2O)[C@@H](CC=O)C[C@@H](C)C(=O)/C=C/[C@]2(C)OC2C1C (some centres undefined) the results were SW480 rereplic inconclusive and GLP-1R agonist -3.3%.
CC(C)CC1NC(=O)C(CCCN)NC(=O)C(C(C)C)NC(=O)C2CCCN2C(=O)C(Cc2ccccc2)NC(=O)C(CC(C)C)NC(=O)C(CCCN)NC(=O)C(C(C)C)NC(=O)C2CCCN2C(=O)C(Cc2ccccc2)NC1=O (centres undefined) was read as SW480 rereplic -7.3% and GLP-1R agonist -7.4%.

The results go on:
CC(C)CCCC(C)NC(C)C (centres undefined) was read as SW480 rereplic 0.9% and GLP-1R agonist 6.8%.
For C[C@H]1COc2c(C3(N)CC3)c(F)cc3c(=O)c(C(=O)O)cn1c23 the results were SW480 rereplic -1.3% and GLP-1R agonist -3.8%.
`CSCCC(N)C(=O)O` (centres undefined) gave SW480 rereplic -2.4% and GLP-1R agonist -1.5%.
`Cc1cnc(C(=O)O)c[n+]1[O-]` gave SW480 rereplic 0.6% and GLP-1R agonist -1.3%.
`CCN[C@@H]1C[C@H](N)[C@H](O[C@H]2OC(CN)=CC[C@H]2N)[C@@H](O)[C@H]1O[C@H]1OC[C@@](C)(O)[C@@H](NC)[C@@H]1O` gave SW480 rereplic -3.5% and GLP-1R agonist -4.8%.
`O=C1NC(=O)C2C3C=CC(C3)C12` (centres undefined) gave SW480 rereplic -6.7% and GLP-1R agonist -1.1%.
For CC1(C)S[C@@H]2[C@H](NC(=O)[C@@H](N)c3ccccc3)C(=O)N2[C@H]1C(=O)O[C@H]1OC(=O)c2ccccc21 the results were SW480 rereplic -9.5%[20.6 µM] and GLP-1R agonist 1.6%[19.8 µM].
For O=C(O)Cn1c(C(=O)Nc2nc(-c3ccccc3Cl)cs2)cc2ccccc21 the results were SW480 rereplic -2.9% and GLP-1R agonist inconclusive.
For Cc1cccc(C)c1NC(=O)[C@H](C)N the results were SW480 rereplic -0.6%[20.6 µM] and GLP-1R agonist -3.6%[19.8 µM].
O=C(N/N=C\c1ccc([N+](=O)[O-])o1)c1ccc(O)cc1 was read as SW480 rereplic 13.4%[20.6 µM] and GLP-1R agonist -2.9%[19.8 µM].
For CC(CN(C)C)C(C)(O)Cc1ccc(Cl)cc1 (centres undefined) the results were SW480 rereplic -2.8% and GLP-1R agonist -0.9%.
Screening O=C(/C=C/c1cccc(F)c1)NC1CC1 returned SW480 rereplic 1.0% and GLP-1R agonist -0.1%.
For COc1cc2nc(N(C)CCCNC(=O)[C@@H]3CCCO3)nc(N)c2cc1OC the results were SW480 rereplic -6.6%[20.6 µM] and GLP-1R agonist 5.4%[19.8 µM].
COc1c(C)c2c(c(O)c1CC=C(C)CCC(=O)OCCN1CCOCC1)C(=O)OC2 was read as SW480 rereplic -2.5% and GLP-1R agonist -5.2%.
C=C(C)C1CC=C(C)CC1 (centres undefined) was read as SW480 rereplic -0.5% and GLP-1R agonist 4.3%.
Screening CC(=O)OCC(=O)[C@@]1(O)CCC2C3CCC4=CC(=O)CC[C@]4(C)C3=CC[C@@]21C (some centres undefined) returned SW480 rereplic -4.4% and GLP-1R agonist -5.7%.
For O=C(O)C(Cc1cc(I)c(O)c(I)c1)c1ccccc1 (centres undefined) the results were SW480 rereplic 7.9% and GLP-1R agonist 5.0%.
`CC(C)NC[C@H](O)c1cc(O)cc(O)c1` gave SW480 rereplic -1.7% and GLP-1R agonist 2.5%.
For CC(CC=O)CCCC(C)(C)O (centres undefined) the results were SW480 rereplic -1.4% and GLP-1R agonist 3.4%.
O=C(O)c1c(Cl)c(Cl)c(Cl)c(Cl)c1-c1c2cc(I)c(=O)c(I)c-2oc2c(I)c(O)c(I)cc12 was read as SW480 rereplic 0.5% and GLP-1R agonist -0.4%.
C=CCCCCCCCCC(=O)O was read as SW480 rereplic -8.8% and GLP-1R agonist -0.1%.
For OCC1O[C@H](OC2C(CO)O[C@@](O)(CO)C2O)C(O)C(O)C1O (some centres undefined) the results were SW480 rereplic -7.5% and GLP-1R agonist -3.8%.
`CC(O)C1CCC2C3CCC4CC(O)CCC4(C)C3CCC12C` (centres undefined) gave SW480 rereplic -7.9% and GLP-1R agonist -3.9%.
